# Screening results (PubChem)
# Growth percent in the NCI-60 one-dose screen (48 h, 10 µM unless noted): 100 = growth as untreated, 0 = no growth, -100 = all killed.
# SF-295: SF-295 CNS cancer cells. 5.6% of 79,000 active
# HT29: HT29 colon cancer; 7.4% of 81,000 active
# SNB-19: SNB-19 CNS cancer cells; 2.5% of 81,000 active; AID 1794751
# SW-620: SW-620 colon cancer. 5.2% of 82,000 active
# KM12: KM12 colon cancer cells. 5% of 82,000 active. AID 1794800
# SF-539: SF-539 CNS cancer; 6.8% of 81,000 active
# SNB-75: SNB-75 CNS cancer | 5% of 79,000 active | AID 1794750
# HCC-2998: HCC-2998 colon cancer | AID 1794799 | 4.7% of 79,000 active
# SF-268: SF-268 CNS cancer cells; 3.1% of 82,000 active
# Numbers without * were called inactive; · = no result given; & = joins results of further samples; [ ] = dose if it differs, or a comment. Rule for the calls: active = growth percent below 10; inactive = the rest.
# Values run as follows: SF-295	HT29	SNB-19	SW-620	KM12	SF-539	SNB-75	HCC-2998	SF-268
> Cc1ccc(CS/C(=C\c2ccc([N+](=O)[O-])cc2)C(=O)c2ccc(F)cc2)cc1
    79	-20*	35	-11*	13	98	80	84	75
> CC/C(=C(\c1ccc(OCCN2CCCCCC2)cc1)c1ccc(OC(=O)Cc2ccccc2)cc1)c1ccc(OC)cc1
    106	21	98	90	86	84	100	101	84
> CCCn1nc(C(=O)N2CCCCC2)c2c1CCC(NCCc1ccncc1)C2 (configuration not stated)
    91	95	102	115	97	105	90	100	98
> CCCn1c(=O)c2[nH]c(-c3ccc(OCc4nc5ccccc5[nH]4)cc3)nc2n(CCC)c1=O
    37	61	37	47	64	-44*	35	65	38
> COc1ccc(/C=C/C(=O)c2cccc(O)c2)cc1
    98	99	100	107	89	102	88	108	107
> CO[C@H]1CC(O[C@@H]2/C(C)=C/C[C@@H]3C[C@@H](C[C@]4(C=C[C@H](C)[C@@H](C5CCCCC5)O4)O3)OC(=O)[C@@H]3C=C(C)[C@@H](O)[C@H]4OC/C(=C\C=C\[C@@H]2C)[C@]43O)O[C@@H](C)C1O[C@H]1C[C@H](OC)[C@@H](O)[C@H](C)O1 (some centres not stated)
    -85*	-72*	-5.4*	-93*	-89*	-72*	-67*	-92*	-81*
> O=C(NC(Cc1nnc2n(Cc3ccccc3)c(=O)c3c4c(sc3n12)CCCC4)c1ccc(Cl)cc1)c1ccccc1 (configuration not stated)
    72	89	88	73	99	80	74	68	102
> COCCOC(=O)COc1ccc(OC)cc1
    99	114	97	94	100	104	92	111	102
> COc1cc(/C=N/Nc2nc(-c3cc(O)c(C)c(C)c3O)cs2)ccc1O
    105	112	99	103	107	108	92	105	104
> S=c1[nH]cccc1-c1nnc2n1Nc1nc3ccc(Br)cc3cc1CS2
    107	107	90	86	103	91	82	106	98
> CCCn1c(N)c(C(=O)N/N=C(/C)c2cc3cccc(OC)c3o2)sc1=S
    49	67	43	66	61	37	85	·	38
> CCN(CC)S(=O)(=O)Oc1ccc2c(C)cc(=O)oc2c1
    97	97	95	98	103	100	93	111	99
> C=CCN1C(=O)/C(=C/c2ccccc2)SC1=Nc1ccc(Cl)c(Cl)c1
    102	87	104	93	94	97	101	101	101
> O=c1nc2onnc2c(/C=N\O)[nH]1
    110	108	102	100	104	117	94	90	103
> N#Cc1c(N2CCCCC2)nc(=S)[nH]c1-c1ccccc1
    91	85	92	90	89	120	73	·	92
> CCCCOc1ccc(Nc2cc(Cl)ccc2C(=O)O)cn1
    109&108	115&115	106&97	101&103	103&118	98&99	115&99	95	107&111
> Cc1cc(C)c(NC(=O)c2sc3nc4c(cc3c2N)CCCCCC4)c(C)c1
    38	19	49	36	49	60	58	85	59
> CCn1cc(-c2nc(N)[nH]c(=O)c2C(C)=O)c(-c2ccc(Br)cc2)n1
    96	85	101	108	103	105	82	109	98
> NC[C@H]1O[C@@H](O[C@H]([C@H]2O[C@@H](n3ccc(=O)[nH]c3=O)[C@H](O)[C@@H]2O)[C@H](NCCCC(=O)NCc2ccc(N3CCC(Oc4ccc(OC(F)(F)F)cc4)CC3)cc2)C(N)=O)[C@H](O)[C@@H]1O
    98	106	89	99	105	100	76	103	96
> C=C(C)[C@@H]1CC[C@]2(C(=O)N3CCN(C)CC3)CC[C@]3(C)[C@H](CC[C@@H]4[C@@]5(C)CC[C@H](O)C(C)(C)[C@@H]5CC[C@]43C)[C@@H]12
    -87*	-90*	-52*	-75*	-81*	-74*	-93*	-85*	-75*
> CC(=O)OCC(C)Cc1ccc(C(C)(C)C)cc1 (configuration not stated)
    109	109	101	124	130	116	105	118	111
> NC(=O)c1nn(-c2ccccc2)nc1N1CCCC1
    99	100	100	107	100	101	78	111	102
> O=C1Nc2ccccc2C1=NC1CCCCC1
    98	99	111	105	96	100	88	107	96
> Nc1ccc(-c2nc3ccccc3s2)cc1
    96	114	94	98	93	90	76	98	92
> O=[N+]([O-])c1ccc(N/N=C/c2cccnc2)cc1
    34	25	58	41	51	22	104	73	68
> N#Cc1nc(CC(=O)c2ccccc2)c(CC(=O)c2ccccc2)nc1C#N
    95	117	·	97	101	93	123	123	103
> NC1=NC(=O)C(c2ccccc2)(c2ccccc2)S1
    112	106	105	108	107	111	107	108	113
> CC1=CC(=Nc2ccc(N(C)C)cc2)C=C(C)C1=O
    97	99	106	94	87	·	76	96	89
> O=C(Oc1ccc[nH]c1=O)C1CC1
    93	103	100	98	97	101	80	99	97
> Clc1cccc(CSc2ncnc3nc[nH]c23)c1
    95	97	99	105	93	96	91	·	95
> O=C(OCC1OC(OC(=O)c2ccccc2)C(F)C1OC(=O)c1ccccc1)c1ccccc1 (configuration not stated)
    117	104	96	99	105	100	·	99	111
> COc1ccc2c(c1)c(-c1noc(-c3cn(C)c4ncccc34)n1)cn2C
    95	98	98	100	96	84	100	103	88
> Cc1ccc(-c2cc3nc(-c4ccc(C)cc4)nc(C(Cl)Cl)n3n2)cc1
    95	68	80	98	85	90	43	95	85
> Clc1ccc(-c2cnc3nonc3n2)s1
    93	83	91	83	77	98	102	109	83
> COc1ccc(-c2nc(SCc3cc(=O)oc4ccc(OC)cc34)[nH]c(=O)c2C(=O)NC(C)(C)C)cc1
    101	102	104	110	98	95	97	110	95
> CCCC(=O)c1ccc(Br)s1
    ·	109	103	113	117	88	97	100	107
> CC(C)(C)n1cc(-c2ccnc(NCCNS(=O)(=O)c3ccc(Br)cc3)c2)c(-c2cccc(F)c2)n1
    92	71	100	95	97	94	89	114	100
> CC(=O)O[C@@H]1C[C@H](C)CC[C@H]1C(C)C
    113	104	97	108	103	96	83	128	96
> CC1CCc2ccccc2N1 (configuration not stated)
    129	105	96	99	95	111	65	111	95
> CCOc1ccc(N(C)c2ccc(/C=C/C3=[N+](C)c4ccccc4C3(C)C)cc2)cc1
    -2.2*	-25*	27	-40*	-93*	30	42	11	-79*
> Cc1cc2c(-c3nc4ccccc4n3C)c(O)c(O)cc2c(O)c1-c1c(C)cc2c(-c3nc4ccccc4n3C)c(O)c(O)cc2c1O
    26	25	15	54	25	22	69	66	38
> COC(=O)c1nnn(-c2cccc(Cl)c2)c1N
    88	93	·	92	70	89	73	80	83
> C[N+](C)(C)CC(=O)N/N=C/c1cccc(O)c1
    112	99	117	105	106	108	114	107	114
> COc1nc2c(c(=O)n1C)CN(Cc1ccccc1)C(=O)C(c1ccccc1)N2 (configuration not stated)
    110	105	99	103	106	98	92	90	102
> CC(=O)c1cc([N+](=O)[O-])ccc1O
    105	107	119	108	109	99	129	101	113
> CCOC(=O)C(C#N)=C(C)C
    101&103&110	102&97&104	106&108&106	107&105&106	104&101&107	109&101&101	80&105	107&99&105	93&98&104
> CCCCCSc1ccc2nc(NC(=O)OCCC)sc2c1
    20	16	41	23	25	-25*	13	74	55
> OC(CSc1ccccc1)CN1CCN(c2cccc(Cl)c2)CC1 (configuration not stated)
    105&110	97&104	111&100	105	101&109	105&113	102&92	95&106	99&100
> O=C(CNc1ccc(Cl)cc1)Nc1ccc(-c2nc3ccccc3s2)cc1
    95	48	64	23	81	78	60	-16*	24
> Fc1ccc(-c2nc(-c3nc4ncccc4[nH]3)cc3c2[nH]c2ccccc23)cc1F
    87	39	102	102	72	80	·	100	71
> S=C(Cc1cccnc1)N1CCOCC1
    99	105	94	100	107	90	86	92	101
> COc1cc2c(cc1OC)C(CC1(O)CCCCC1)N(S(=O)(=O)c1ccc(C)cc1)CC2 (configuration not stated)
    3.6*[100 µM]	21[100 µM]	49[100 µM]	16[100 µM]	4.1*[100 µM]	·	41[100 µM]	39[100 µM]	26[100 µM]
> CCOC(=O)C(C(=O)OCC)C(C)C
    99	104	102	95	101	102	95	99	100
> Cc1csc(C)n1
    97	105	103	102	101	102	86	112	103
> O=c1oc2ccc(Br)cc2c(=O)n1-c1ccc(Br)cc1F
    -74*	35	17	6.0*	-20*	-3.2*	-42*	1.7*	12
> N#Cc1c(N)nc2c(c1N)C(c1cccc([N+](=O)[O-])c1)C1=C(CCCC1=O)N2c1sc2c(c1C#N)CCCC2 (configuration not stated)
    103	92	99	105	103	98	105	105	99
> C=CC(C)(CCC=C(C)C)OC(=O)/C=C/c1ccccc1 (configuration not stated)
    98	93	101	104	97	102	92	95	79
> CC(c1ccccc1)C(C)(C#N)c1ccccc1 (configuration not stated)
    97	105	97	102	103	95	104	119	108
> O=C1CCCN1CCn1cc(C(F)(F)F)c2c(Cl)ncnc21
    104	93	99	105	104	112	112	105	100
> O=C(Nc1ccc(C(=O)/C=C/c2ccc(N3CCCCC3)cc2)cc1)Nc1ccc([N+](=O)[O-])cc1
    101	96	91	101	101	96	75	117	96

# Additional records.
# Values run as follows: SF-295	HT29	SNB-19	SW-620	KM12	SF-539	SNB-75	HCC-2998	SF-268
> COc1cc2c(cc1OC(C)=O)C(=O)CCCC2
    107	96	109	96	106	91	54	-10*	107
> c1ccc2c(-c3nn4cc(-c5ccncc5)nc4s3)c[nH]c2c1
    95	71	70	107	80	58	96	102	105
> CCC(C)C(O)CC (configuration not stated)
    115	99	95	104	91	97	86	114	106
> O=C1NC(=NCc2ccccc2)NC1(c1ccccc1)c1ccccc1
    113	99	105	109	110	108	85	111	104
> COc1cc(/C=N/NC(=O)c2ccccc2Nc2ccnc(C(F)(F)F)c2)ccc1O
    114	118	93	104	114	112	94	123	105
> CCOC(=O)c1c(C)oc2ncnc(N3CCN(C(=O)COc4ccc(C(C)(C)C)cc4)CC3)c12
    80	90	85	100	90	96	94	104	91
> N/C(=N\C(N)=N\c1nc2ccccc2s1)c1ccc(I)cc1
    44	111	96	100	96	93	99	106	104
> O=c1[nH]c2ccccc2cc1-c1nnc(Cc2ccccc2)o1
    100	58	86	45	78	81	69	79	78
> COc1ccc(C2NC(=O)Nc3c2c(=O)n(-c2ccccc2)c2ccccc32)cc1 (configuration not stated)
    112	136	96	93	93	98	·	107	93

# 17 compounds already listed, sorted by heavy-atom count, rising.
# Values run as follows: SF-295	HT29	SNB-19	SW-620	KM12	SF-539	SNB-75	HCC-2998	SF-268
> Cc1csc(C)n1
    97	105	103	102	101	102	86	112	103
> CCC(C)C(O)CC (configuration not stated)
    115	99	95	104	91	97	86	114	106
> CCOC(=O)C(C#N)=C(C)C
    101&103&110	102&97&104	106&108&106	107&105&106	104&101&107	109&101&101	80&105	107&99&105	93&98&104
> CCOC(=O)C(C(=O)OCC)C(C)C
    99	104	102	95	101	102	95	99	100
> S=C(Cc1cccnc1)N1CCOCC1
    99	105	94	100	107	90	86	92	101
> CC(c1ccccc1)C(C)(C#N)c1ccccc1 (configuration not stated)
    97	105	97	102	103	95	104	119	108
> O=c1oc2ccc(Br)cc2c(=O)n1-c1ccc(Br)cc1F
    -74*	35	17	6.0*	-20*	-3.2*	-42*	1.7*	12
> CCCCCSc1ccc2nc(NC(=O)OCCC)sc2c1
    20	16	41	23	25	-25*	13	74	55
> O=c1[nH]c2ccccc2cc1-c1nnc(Cc2ccccc2)o1
    100	58	86	45	78	81	69	79	78
> OC(CSc1ccccc1)CN1CCN(c2cccc(Cl)c2)CC1 (configuration not stated)
    105&110	97&104	111&100	105	101&109	105&113	102&92	95&106	99&100
> O=C1NC(=NCc2ccccc2)NC1(c1ccccc1)c1ccccc1
    113	99	105	109	110	108	85	111	104
> O=C(CNc1ccc(Cl)cc1)Nc1ccc(-c2nc3ccccc3s2)cc1
    95	48	64	23	81	78	60	-16*	24
> Fc1ccc(-c2nc(-c3nc4ncccc4[nH]3)cc3c2[nH]c2ccccc23)cc1F
    87	39	102	102	72	80	·	100	71
> COc1cc(/C=N/NC(=O)c2ccccc2Nc2ccnc(C(F)(F)F)c2)ccc1O
    114	118	93	104	114	112	94	123	105
> COc1cc2c(cc1OC)C(CC1(O)CCCCC1)N(S(=O)(=O)c1ccc(C)cc1)CC2 (configuration not stated)
    3.6*[100 µM]	21[100 µM]	49[100 µM]	16[100 µM]	4.1*[100 µM]	·	41[100 µM]	39[100 µM]	26[100 µM]
> CCOC(=O)c1c(C)oc2ncnc(N3CCN(C(=O)COc4ccc(C(C)(C)C)cc4)CC3)c12
    80	90	85	100	90	96	94	104	91
> N#Cc1c(N)nc2c(c1N)C(c1cccc([N+](=O)[O-])c1)C1=C(CCCC1=O)N2c1sc2c(c1C#N)CCCC2 (configuration not stated)
    103	92	99	105	103	98	105	105	99
